Tn6 DDE FP: disrupts Tn6 cyclic peptide binding to fibrin D-Dimer-E complex; P02675; Fibrin DD(E) TRITC-Tn6 fluorescence polarization displacement; inhibition, % at 8.3 µM; hit rate 0.21% among 370,000;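 active = inhibition above a per-campaign cutoff: mean of compounds within control limits plus 3 SD, cut at about 15% in these data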;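 also: 0% = median of all compound wells on the plate and 100% = blocking peptide control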
Target sequence (P02675 whole entry, looked up): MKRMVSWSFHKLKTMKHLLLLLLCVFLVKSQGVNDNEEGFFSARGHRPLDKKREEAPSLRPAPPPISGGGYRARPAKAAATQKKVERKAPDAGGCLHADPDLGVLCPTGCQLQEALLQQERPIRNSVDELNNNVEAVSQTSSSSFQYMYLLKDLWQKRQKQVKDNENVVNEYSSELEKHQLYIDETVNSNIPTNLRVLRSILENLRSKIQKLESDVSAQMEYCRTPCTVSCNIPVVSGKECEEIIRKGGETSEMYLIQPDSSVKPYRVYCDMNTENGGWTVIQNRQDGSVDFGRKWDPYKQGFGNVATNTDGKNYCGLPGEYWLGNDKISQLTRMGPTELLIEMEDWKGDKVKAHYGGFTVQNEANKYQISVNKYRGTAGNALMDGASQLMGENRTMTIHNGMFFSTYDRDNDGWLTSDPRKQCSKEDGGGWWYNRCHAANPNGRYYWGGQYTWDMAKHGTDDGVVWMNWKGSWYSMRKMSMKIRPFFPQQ
PRMT1 FP inh: blocks human protein arginine methyltransferase 1. hit rate 1.3% among 370,000. Q99873. AID 652257. recombinant PRMT1, activity-based probe fluorescence polarization. inhibition, % at 2.79 µM;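 active = inhibition above about 21% made by adding two undisclosed values, limit read from the data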
Target sequence (Q99873 whole entry, looked up): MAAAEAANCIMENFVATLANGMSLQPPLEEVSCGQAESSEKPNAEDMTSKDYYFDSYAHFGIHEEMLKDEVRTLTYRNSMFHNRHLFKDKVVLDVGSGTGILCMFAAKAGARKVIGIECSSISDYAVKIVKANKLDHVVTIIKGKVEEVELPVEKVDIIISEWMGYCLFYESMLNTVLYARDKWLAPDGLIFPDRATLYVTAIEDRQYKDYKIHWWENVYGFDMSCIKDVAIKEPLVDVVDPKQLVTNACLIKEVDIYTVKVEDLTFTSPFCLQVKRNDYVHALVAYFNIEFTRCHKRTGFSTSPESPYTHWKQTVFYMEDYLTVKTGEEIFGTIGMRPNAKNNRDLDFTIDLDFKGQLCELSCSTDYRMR
LEDGF integ inh: blocks HIV-1 LEDGF/p75-dependent DNA integration. TR-FRET IN-LEDGF/p75 DNA integration, Eu/Cy5. inhibition, % at 3.7 µM. hit rate 0.64% among 370,000. AID 743269;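 active = inhibition above the screen-wide mean plus 3 SD, cut at about 13% in these data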;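 also: signal is the Cy5 over europium emission ratio at 671 and 618 nm; 0% = plate median of compound wells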
KLK7 zymogen act: activators of human kallikrein-7 zymogen | AID 652039 | purified proKLK7, EDANS-DABCYL substrate fluorescence; 100% is mature enzyme control, 0% vehicle | P49862 | hit rate 0.9% among 370,000 | activation, % at 7 µM;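 active = activation above the mean of all tested compounds plus 3 SD, computed per campaign excluding outliers beyond control limits, cut at about 13% in these data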
MBD2 inh: inhibitors of human MBD2 binding to methylated oligonucleotide | Q9UBB5 | TR-FRET | inhibition, % at 4.4 µM | hit rate 0.31% among 370,000; in the data active = inhibition above about 13%
UHRF1 MBD2 ctr: blocks human UHRF1 binding to methylated DNA; Q96T88; UHRF1 binding to methylated oligo, TR-FRET; inhibition, % at 4.4 µM; hit rate 0.75% among 370,000; in the data active = inhibition above about 21%;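 also: UHRF1 SRA domain binding a hemimethylated CpG hairpin DNA probe; 0% = median of test compound wells and 100% = reference inhibitor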
DDE Tn7 FP inh: disrupts Tn7 cyclic peptide binding to fibrin D-Dimer-E complex; P02675; FP displacement of FITC-Tn7 peptide from fibrin DD(E); 0% = median of compound wells per plate; inhibition, % at 8.3 µM; hit rate 0.13% among 370,000;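 active = inhibition above the mean of compounds falling within the control limits plus 3 SD of them, cut at about 14% in these data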;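 also: 0% = plate median of compound wells and 100% = 10 µM Aha-Tn7 peptide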
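Assay system: Human fibrin DD(E) protein | Medium: Tris buffer with calcium and detergent, pH 7.8 | Reagent: 0.1 µM fluorescent Tn7 | Compound dosing: Single point at 8.3 µM | Times: 10 min preincubation, 3 h with tracer, room temperature | Detection: Fluorescence polarization of the labelled Tn7 tracer | Controls: Aha-Tn7 high control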
TCR CD3 inh: blocks the human TCR-CD3 interaction; TAMRA-labeled TCR probe fluorescence, biochemical; inhibition, % at 9.4 µM; hit rate 0.37% among 360,000; AID 651800; in the data active = inhibition above about 19%;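 also: recombinant mutant TCR 2C K166C tagged with TAMRA read by polarization; 0% = receptor in buffer alone and 100% = receptor with positive control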
TDP2 absorb: blocks human TDP2 phosphodiesterase activity; recombinant TDP2, T5PNP hydrolysis, p-nitrophenol absorbance 415 nm; inhibition, % at 12.8 µM; hit rate 0.34% among 370,000;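 active = inhibition above the mean of all tested compounds plus 3 SD, set per campaign, cut at about 25% in these data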;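 also: 0% = DMSO with enzyme and 100% = buffer with substrate but no TDP2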
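Assay system: Recombinant human TDP2 | Quantity: 120 nM TDP2 per well | Incubation: 2 h at 37 °C | Signal: Epi absorbance | Evaluation: Percent inhibition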
SIAE inh: human SIAE inhibition, primary screen; Q9HAT2; SIAE FP-Rh probe binding, fluorescence polarization; inhibition, % at 9.66 µM; hit rate 0.69% among 370,000; AID 1053197;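 active = inhibition above a cutoff: mean of compounds within the control limits plus 3 SD of those, cut at about 17% in these data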;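 also: 0% = plate median of compound wells and 100% = probe without SIAE protein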
Starred values were filed as active, the others as inactive; . = not tested or not shown.

Tn6 DDE FP	DDE Tn7 FP inh	LEDGF integ inh	TCR CD3 inh	UHRF1 MBD2 ctr	SIAE inh	PRMT1 FP inh	MBD2 inh	TDP2 absorb	KLK7 zymogen act	mol
5	-4	-5	-3	0	-3	5	-1	7	-0.2	N#CC1(NC(=O)CN2CCN(S(=O)(=O)c3ccccc3F)CC2)CCCC1
-8	1	-1	-2	3	0	-1	-1	-1	-0.8	COc1cc(/C=C(\C#N)C(=O)NCC2CCCO2)cc(OC)c1OC (stereo unspecified)
2	0	-1	4	1	-8	5	4	-1	-0.3	COC(=O)[C@]12CCCCC=C1N(Cc1ccc(Cl)cc1Cl)C(=O)[C@H](CC(=O)NCc1cccs1)C2
-5	-5	-4	-2	5	2	0	-1	-8	0.1	O=C(Cn1cnc(S(=O)(=O)N2CCCC2)c1)Nc1ccccc1
-11	1	-3	-1	-6	10	2	0	7	64*	Cc1nc2nc(-c3ccccc3)cn2nc1C
-4	10	3	-6	-5	7	3	-6	-25	-1.8	Cc1ccc(Nc2nc(-c3c(C)nc4ccccn34)cs2)cc1
0	4	2	1	1	8	-4	-3	0	-0.1	CCCCN(Cc1ccccc1)S(=O)(=O)c1ccc2c(c1)n(C)c(=O)c(=O)n2C
-5	2	-3	-2	-1	-6	0	0	5	0.4	COc1ccc(C2/C(=C(/O)c3ccccc3)C(=O)C(=O)N2c2ccccn2)cc1OC (stereo unspecified)
5	10	-6	1	0	-8	0	3	-12	0.0	CCc1cc2cc(C)ccc2nc1SCC(=O)NC1CCCC1
4	-1	1	-2	1	-3	-1	1	1	-0.5	Cc1csc(=O)n1CC(=O)OCC(=O)Nc1cc([N+](=O)[O-])ccc1Cl
-4	9	3	8	-5	-3	6	4	7	-6.0	C=CCn1c(-c2oc3nc(-c4ccccc4)cc(-c4ccccc4)c3c2N)n[nH]c1=S
3	-4	4	6	7	1	0	2	3	-0.3	O=C(O)CCNC(=O)COc1ccc2c3c(c(=O)oc2c1)CCCC3
-2	2	-1	6	-3	1	4	-4	0	-0.2	Cc1ccc(CNC(=O)Nc2ccccc2)n1C
-2	-4	7	-10	4	8	5	1	-6	0.0	CC(C)(C)c1nnc(NS(C)(=O)=O)s1
-7	-3	0	-4	0	-5	-4	-1	-10	0.4	COC(=O)C(OC(=O)c1ccccc1)C(C)Br (stereo unspecified)
5	-4	1	-10	1	16	-2	2	9	-0.2	Nc1ccc(OCCCc2c(N)nc(N)nc2N)cc1
11	-3	0	-2	3	-4	-2	-2	5	0.7	COc1ccc(NC(=O)CN(C)C(=O)c2ccc(S(=O)(=O)Nc3ccccc3C)cc2)cc1
1	-1	4	0	-1	8	-3	-4	-1	-0.2	COc1ccccc1CN1CC(C(=O)N(C)Cc2ccncc2C)CCC1=O (stereo unspecified)
-7	-5	0	1	-6	7	-3	2	7	-0.2	COCCCNC(=S)N1CCN(C(=O)C(=O)Nc2ccc(C(=O)OC)cc2)CC1
4	3	-2	10	1	-1	0	-1	9	0.0	Cc1nn(C/C(C#N)=N\O)c(C)[n+]1N
7	1	0	2	-1	4	4	-3	-2	1.0	Cc1ccc(NC(=O)CCCNC(=O)c2ccc(Cl)cc2)cc1S(=O)(=O)N1CCCCC1
2	6	-1	1	-2	6	-1	2	5	-0.1	c1ccc(OCCSc2nnnn2C2CCCCC2)cc1
-4	-9	0	-1	3	-2	-3	-1	-12	-0.1	O=C(Nc1ccccc1)N1CCCC(CNS(=O)(=O)Cc2ccccc2)C1 (stereo unspecified)
-4	0	0	0	-2	-1	0	2	3	-0.1	COC(=O)C1=C(C)Nc2nc3ccccc3n2C1c1ccccc1F (stereo unspecified)
4	2	0	3	13	-6	-1	4	-4	-0.7	CCn1c(COc2ccc(Cl)c(C)c2)nnc1SCC(=O)N1CCCC1
-4	5	5	-2	1	1	0	-7	-6	-0.7	CCCCNC(=S)N=Nc1c(O)n(Cc2ccccc2)c2ccccc12
-4	-1	5	0	1	-14	0	4	-10	0.4	CC1CCCCC1NC(=O)CCc1nc2sc3c(c2c(=O)[nH]1)CCCC3 (stereo unspecified)
-2	-7	-2	3	1	1	-3	0	-18	0.8	CCN(CC)C(=O)/C(=C/c1ccc(F)cc1)NC(C)=O
-1	-3	-1	-3	1	-5	1	1	-5	0.3	Cc1cc(C)cc(OCC(=O)Nc2ccc(-n3cnnn3)cc2)c1
-1	-6	-4	.	0	0	2	1	-2	0.0	CC(C)[C@H](NC(=O)[C@@H]1CCCN1)C(=O)N1CCC2CCN(S(=O)(=O)c3ccccc3)CC21 (stereo partly specified)
1	-1	4	0	1	6	5	-5	3	0.0	Cc1nn(-c2ccc(C(=O)O)cc2)c(=O)c2ccccc12
0	-7	1	-3	4	-2	4	7	0	0.0	CC(=O)Nc1cccc(-c2ccnc3c2CC(C(=O)NCCc2ccccc2)O3)c1 (stereo unspecified)
-2	-1	1	0	3	8	-5	0	-5	-0.1	CCNc1c(NS(=O)(=O)c2ccc(OC)cc2)c(=O)oc2ccccc12
3	-3	3	6	1	0	0	-4	8	0.1	O=C(COC(=O)c1cc(=O)c2ccccc2o1)NCC1CCCCC1
5	-4	5	8	0	-4	0	-1	-2	0.1	CCCNC(=O)N(C)C[C@@H]1Oc2cc(C#CC(C)(C)O)ccc2S(=O)(=O)N([C@H](C)CO)C[C@H]1C
-8	3	3	3	1	-3	0	0	-3	0.3	COc1ccc(OC)c(NC(=O)CSc2nnnn2C2CCCC2)c1
8	-5	-9	-4	0	-1	3	-1	-20	-0.1	CC(C)N(Cc1ccccc1)C(=O)c1cccs1
-6	-1	89*	75*	67*	14	9	34*	8	2.6	N[C@@H](Cc1ccc(O)c(O)c1)C(=O)O
-4	-8	0	5	3	-3	-4	7	-5	-0.7	Cc1ccc2[nH]c(=O)c(CN(CCCO)S(=O)(=O)c3c(C)ccc4nsnc34)cc2c1
5	8	0	6	-1	-1	0	2	1	0.7	CC(C)CCNC(=O)[C@@H](Cc1ccccc1)NC(=O)[C@H]1O[C@@H](n2ccc(=O)[nH]c2=O)[C@H](O)[C@@H]1O
4	4	-1	7	-2	-6	1	2	-4	0.0	O=C(Nc1nnc([C@H]2C[C@H](O)[C@@H](CO)O2)s1)Nc1ccccc1Oc1ccccc1
0	2	0	4	0	-7	0	2	4	-0.3	CC(C)c1ccc(CNn2cnnc2)cc1
-6	3	-1	0	1	-4	2	-1	-4	0.1	COC(=O)c1cc(S(=O)(=O)NCc2ccccc2)cn1C
1	-6	0	3	-1	-4	1	-7	1	0.2	O=C(CSc1nnc(SCc2ccc(Cl)cc2)s1)N/N=C/c1ccccc1C(=O)O
3	2	-5	-3	2	10	9	3	2	0.6	O=S(=O)(c1c(F)cccc1F)N1CCN(Cc2c(O)ccc3ccccc23)CC1
-9	-8	-1	3	2	14	6	6	-10	-57	N#Cc1cc2ccccc2nc1SCC(=O)Nc1ccc(S(=O)(=O)N2CCCC2)cc1
8	5	-1	1	-1	0	1	1	-3	0.2	Cc1ccc2nc3n(c(=O)c2c1)-c1cc(Cl)ccc1C(=O)NC3Cc1ccccc1 (stereo unspecified)
6	-6	0	8	1	5	3	-3	10	-0.3	Cc1ccc(S(=O)(=O)N2Cc3ccccc3CC2C(N)=O)cc1 (stereo unspecified)
5	-6	2	3	-3	-4	-3	1	7	-0.3	COc1ccc(N(CC(=O)NCc2ccccc2)S(C)(=O)=O)cc1
-2	-4	-1	-3	-2	1	8	1	3	-0.7	COc1ccc(NCC(=O)n2c(C)c(C)c3ccccc32)cc1OC
-5	2	0	-4	0	2	4	5	-11	0.6	CCOC(=O)N1CCN(Cc2nc3cc(NC(=O)c4cccs4)ccc3n2C)CC1
0	4	0	1	-2	-2	-4	2	7	-0.3	CCn1c(SCC(=O)Nc2nc(-c3ccccc3)cs2)nc2c1c(=O)n(C)c(=O)n2C
3	5	-3	6	-2	-66	1	1	-2	-4.3	Cc1ccc2sc3ccc(NC(=O)c4ccccc4Cl)cc3c(=O)c2c1
5	3	-2	2	0	0	7	2	-2	-0.3	CCCc1cc(=O)[nH]c(SCC(=O)Nc2sc3c(c2C(N)=O)CCCC3)n1
0	7	-2	2	-3	-17	-1	-5	-9	-6.8	CCC1CSC(Nc2ccc(C(=O)/C=C/c3ccc(OC)c(OC)c3)cc2)=N1 (stereo unspecified)
-2	-7	1	3	1	2	2	-2	27*	-0.1	Cc1oc(-c2ccccc2F)nc1CS(=O)(=O)CC(=O)NC(C)CCc1ccccc1 (stereo unspecified)
3	-3	-5	-4	3	-7	1	6	-9	1.2	COC(=O)C1=C(C)Nc2c(c(=O)n(C)c(=O)n2C)C1c1ccc(Cl)cc1 (stereo unspecified)
-7	-1	-5	0	0	-1	-3	-3	7	2.0	CC1CC(C)CN(CCCNC(=O)c2c(O)nc3ccccn3c2=O)C1 (stereo unspecified)
2	1	5	-1	2	3	1	-3	-8	0.7	CC1CCN(CC(=O)NCc2ccccc2)CC1
3	1	0	5	-1	0	0	-4	-7	0.2	c1ccc2oc(NC3=NCN(CC4CCCO4)CN3)nc2c1 (stereo unspecified)

5 of these compounds, reformatted:
Values run as follows: Tn6 DDE FP, DDE Tn7 FP inh, LEDGF integ inh, TCR CD3 inh, UHRF1 MBD2 ctr, SIAE inh, PRMT1 FP inh, MBD2 inh, TDP2 absorb, KLK7 zymogen act
COc1ccc(N(CC(=O)NCc2ccccc2)S(C)(=O)=O)cc1
  5, -6, 2, 3, -3, -4, -3, 1, 7, -0.3
COc1ccc(NCC(=O)n2c(C)c(C)c3ccccc32)cc1OC
  -2, -4, -1, -3, -2, 1, 8, 1, 3, -0.7
CCOC(=O)N1CCN(Cc2nc3cc(NC(=O)c4cccs4)ccc3n2C)CC1
  -5, 2, 0, -4, 0, 2, 4, 5, -11, 0.6
CCn1c(SCC(=O)Nc2nc(-c3ccccc3)cs2)nc2c1c(=O)n(C)c(=O)n2C
  0, 4, 0, 1, -2, -2, -4, 2, 7, -0.3
Cc1ccc2sc3ccc(NC(=O)c4ccccc4Cl)cc3c(=O)c2c1
  3, 5, -3, 6, -2, -66, 1, 1, -2, -4.3

(next part)
Tn6 DDE FP	DDE Tn7 FP inh	LEDGF integ inh	TCR CD3 inh	UHRF1 MBD2 ctr	SIAE inh	PRMT1 FP inh	MBD2 inh	TDP2 absorb	KLK7 zymogen act	mol
-2	-1	3	-4	-2	12	4	4	-6	-0.3	O=C(NC1CC1)c1ccc(NC(=O)C2CCCCC2)cc1
6	-6	1	10	6	0	-1	-2	4	-0.3	CCN(CC)C(=O)CN(C#N)c1nc(Cl)nc(N(C)C)n1
5	2	-4	-4	4	-6	3	-3	-12	0.0	CC1CC(C)CN(C(=O)Cn2ncc3c([nH]c4ccccc43)c2=O)C1 (stereo unspecified)
-9	-4	12	-6	-1	0	-7	0	-8	-0.5	O/C(=C\c1ccc2ccccc2n1)c1ccc(O)cc1O
1	1	3	-6	-3	4	4	-4	10	11	CCC(CO)Oc1cc(NCc2ccc(F)cc2)c2ncn(C(C)C)c2c1 (stereo unspecified)

Compound activity as filed in PubChem.

An unsorted share of the library, and some 4.6% of all compounds hit somewhere here.
